ATXN viability = Viability Counterscreen for Primary qHTS for Inhibitors of ATXN expression. S2 cells (HEK-293 line with an ATXN2-luciferase reporter) viability, CellTiter-Fluor protease fluorescence, 24 h. Potency, µM (doses to about 56.7 µM), hits mostly cytotoxic. 0.49% of 400,000 active. AID 651635, 2014; note: nearly all actives have a fitted effect of over 40% in size
ATXN2 expr inh = Primary qHTS for Inhibitors of ATXN expression; HEK-293 ATXN2-luciferase reporter, luminescence, 24 h; 0.72% of 360,000 active; Potency, µM (highest dose often 57 µM), without a hit: at the highest dose activity change, negative = inhibition, usual class: inhibitors; note: % is set by controls: 0 for no effect and ±100 for the full control effect; nearly all actives have a fitted effect of over 55% in size
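qHTS (up to 57 uM final) was run with 24 h compound exposure of reporter cells at 37 °C. Each well was multiplexed: SteadyGlo luminescence measured ATXN2-luciferase expression after a fluorogenic Gly-Phe-AFC viability readout (25 uM final).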
TGFb SMAD3 inh = qHTS for Inhibitors of TGF-b. HepG2 CAGA-GFP TGF-b/SMAD3 reporter, GFP fluorescence, 18 h; TGF-beta stimulated, 500 pg/mL final. Potency, µM (top dose mostly 46.1 µM), for the others: top-dose activity, negative = inhibition, actives largely listed as inhibitors. 1.2% of 410,000 active. AID 588855, 2011; note: % is set by controls: 0 for no effect and ±100 for the full control effect; nearly all actives have a fitted effect of over 65% in size
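HEPG2 CAGA-GFP, 1000 cells/well; 2 h settle, 37 C; cpd via pin tool; TGF-b 500 pg/mL final; 18 h, 37 C; GFP imaging ex488/em500-530; %Activity normalised to -TGF-b and +DMSO controls; CRC fit, curve class.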
Nrf2 activator = qHTS of Nrf2 Activators | AREc32 ARE-luciferase reporter (MCF7-derived line), luminescence, 24 h | Potency, µM (titrated, usually from 46.1 µM), inactives show top-dose activation, usual class: activators | 0.31% of 410,000 active | AID 624171, 2012; note: % of control where 0% means no effect; nearly all actives have a fitted effect of over 65% in size
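Cells of the AREc32 ARE-luciferase line are plated in OPTI-MEM containing 5% FBS and left overnight at 37 deg C. Compounds are pinned in, incubation continues 24 hr, and firefly luciferase signal is then measured.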
EPAC2 antag = qHTS for Antagonist of cAMP-regulated guanine nucleotide exchange factor 2 (EPAC2): primary screen | Rap guanine nucleotide exchange factor 4 (Homo sapiens), Q8WZA2 | EPAC2 GEF exchange of Rap1B-BODIPY-GDP, fluorescence | Potency, µM (top dose mostly 114 µM), for inactives: at the highest dose activity, negative = inhibition, hits mostly inhibitors | 0.18% of 360,000 active; note: % is set by controls: 0 for no effect and ±100 for the full control effect; nearly all actives have a fitted effect of over 45% in size; many of its hits are not listed in these tables
Target sequence (Q8WZA2 whole entry, looked up): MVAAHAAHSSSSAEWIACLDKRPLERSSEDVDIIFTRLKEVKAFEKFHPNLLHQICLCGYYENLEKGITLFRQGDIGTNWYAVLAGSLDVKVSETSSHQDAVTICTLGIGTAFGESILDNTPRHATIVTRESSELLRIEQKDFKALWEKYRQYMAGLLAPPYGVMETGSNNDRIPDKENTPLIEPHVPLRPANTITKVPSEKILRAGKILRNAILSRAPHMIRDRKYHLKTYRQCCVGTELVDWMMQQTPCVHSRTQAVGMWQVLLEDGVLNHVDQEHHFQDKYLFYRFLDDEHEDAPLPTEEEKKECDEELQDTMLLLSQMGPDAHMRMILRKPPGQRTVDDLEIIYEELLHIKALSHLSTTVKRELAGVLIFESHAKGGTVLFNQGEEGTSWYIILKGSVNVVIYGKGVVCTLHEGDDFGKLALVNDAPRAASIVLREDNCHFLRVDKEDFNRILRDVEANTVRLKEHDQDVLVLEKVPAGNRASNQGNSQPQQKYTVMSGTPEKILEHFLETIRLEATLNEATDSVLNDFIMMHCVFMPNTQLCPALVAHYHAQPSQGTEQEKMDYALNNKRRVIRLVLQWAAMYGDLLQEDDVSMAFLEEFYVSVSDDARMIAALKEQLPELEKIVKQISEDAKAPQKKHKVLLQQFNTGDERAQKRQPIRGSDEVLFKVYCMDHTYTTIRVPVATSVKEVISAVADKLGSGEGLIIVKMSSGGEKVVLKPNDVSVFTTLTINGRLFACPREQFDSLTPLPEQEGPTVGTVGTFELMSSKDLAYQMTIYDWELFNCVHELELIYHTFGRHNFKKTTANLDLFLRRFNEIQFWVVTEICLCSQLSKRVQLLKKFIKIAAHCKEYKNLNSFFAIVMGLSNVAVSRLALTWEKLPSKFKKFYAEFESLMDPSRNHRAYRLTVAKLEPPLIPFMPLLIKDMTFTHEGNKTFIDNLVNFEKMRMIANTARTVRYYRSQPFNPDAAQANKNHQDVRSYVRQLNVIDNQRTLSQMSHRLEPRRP
HepG2 tox = qHTS for Inhibitors of TGF-b: Cytotox Counterscreen; Potency, µM (highest dose often 46.1 µM), for the others: top-dose activity change, negative = cytotoxicity, actives largely listed as cytotoxic; HepG2 CAGA-GFP viability, ATP luminescence, 18 h; 0.76% of 410,000 active; note: some results filed as inactive show a strong effect at the top dose
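HepG2 CAGA-GFP cells (1000/well, DMEM with 1% FBS) received compound, then TGF-beta at 500 pg/mL final, and were incubated 18 hours at 37 degrees C. Viability was read by CellTiter-Glo luminescence. Media-only wells were set as complete cell-killing and DMSO as no toxicity.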
MCF10A rereplic = A quantitative high throughput screen for small molecules that induce DNA re-replication in MCF 10a normal breast cells. MCF 10A DNA re-replication, Hoechst nuclear intensity, 48 h. Potency, µM (doses to about 46.1 µM), inactives show at the highest dose activity, positive = re-replication, usual class: activators. 2.9% of 350,000 active; note: % of control where 0% means no effect; nearly all actives have a fitted effect of over 50% in size
A549 viability = Nrf2 qHTS screen for inhibitors: counterscreen for cytotoxicity. A549 ARE-Fluc cells, CellTiter-Fluor viability, 18-24 h. Potency, µM (doses to about 46 µM), for the others: top-dose activity change, negative = cytotoxicity, most hits filed as inhibitors. 0.16% of 390,000 active. AID 504648, 2011; note: % is set by controls: 0 for no effect and ±100 for the full control effect
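A549 ARE-Fluc cells in 5% FBS OPTI-MEM, 5000 cells/well, rested 2 h then exposed to compounds in concentration-response for 18-24 h at 37 °C. Viability by CellTiter-Fluor fluorescence (Ex 405/Em 525) after 30 min; luciferase luminescence (BugLite, 15 min, RT) read afterwards.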
Nrf2 inh = Nrf2 qHTS screen for inhibitors; A549 ARE-Fluc reporter, luciferase luminescence, 18-24 h; AID 504444, 2011; 2.1% of 360,000 active; Potency, µM (top dose mostly 46 µM), without a hit: at the top dose activity change, negative = inhibition, actives largely listed as inhibitors; note: % is set by controls: 0 for no effect and ±100 for the full control effect; nearly all actives have a fitted effect of over 60% in size
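A549 ARE_Fluc cells (5000/well, 5% FBS OPTI-MEM) pre-incubated 2 h, then treated with compounds 18-24 h at 37C/5% CO2 in concentration-response. CellTiter-Fluor viability read first; BugLite luciferase luminescence after 15 min at room temperature gives Nrf2 activity.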
* = called active by the depositor; i = inactive; ? = inconclusive; / = not tested or not shown; [ ] = remark or other dose. Calls come from the whole dose curve; as a rule, active = well fitted curve in the direction sought with a large enough effect; inconclusive = small, poorly fitted or top-dose-only effect, or another doubt; inactive = no such curve, though single readings can be large; an effect the other way counts as inactive or inconclusive. Potency is the fitted concentration of half-maximal effect. This is a subset, so the mix of outcomes need not match the whole.

The line under a structure holds: ATXN viability | ATXN2 expr inh | TGFb SMAD3 inh | Nrf2 activator | EPAC2 antag | HepG2 tox | MCF10A rereplic | A549 viability | Nrf2 inh
CN(C)c1ccc(CNS(=O)(=O)c2ccc3[nH]c4c(c3c2)CCCCC4)cc1
    i | 49%[activator] | ? | -1.2% | / | -41% | / | -18% | ?
CCOC(=O)c1cc(-c2ccc(OC)cc2OC)nn1-c1ccc(C(=O)O)cc1
    i | / | -27% | -0.1% | 6% | -15% | ? | -1% | -8%
O=C1CCC(C(=O)NCc2ccc3c(c2)OCO3)N1 (configuration not stated)
    i | / | 14% | 0.3% | ? | -3% | -2% | 3% | -12%
CN(CCOc1ccc(Cl)cc1)C(=O)CN1C(=O)NC2(CCCCC2)C1=O
    i | 9% | -12% | 3.0% | -4% | -2% | 6% | -9% | ?
C=C1CCC[C@]2(C)C[C@H]3OC(=O)C(CNC(C)(CO)CO)[C@H]3CC12 (some centres not stated)
    ? | -9% | ? | ? | 2% | -32% | ? | 0% | 1%
COc1ccccc1CCNC(=O)c1cccc(S(=O)(=O)NCc2ccccc2)c1
    i | 2% | -36% | 0.8% | -2% | -23% | -1% | 0% | -18%
COc1ccc(CNC(=O)c2ccc(NC(=O)CC3SC(N4CCCC4)=NC3=O)cc2)cc1 (configuration not stated)
    i | 11% | -16% | 2.8% | 7% | -3% | 0% | 2% | -6%
CC1=C(C(=O)N2CCOCC2)CC(CC(=O)NCCc2ccccn2)C(=O)N1Cc1ccc(F)cc1 (configuration not stated)
    i | 11% | 9% | -0.1% | 0% | 3% | / | / | /
Oc1ccccc1-c1cc(-c2ccc3c(c2)OCCO3)n[nH]1
    i | -36% | ? | 3.1% | -12% | -62% | -9% | -1% | ?
O=C(Nc1ccc(Cl)cn1)Nc1ccccc1F
    i | 48%[activator] | ? | ? | 2% | 3% | 14% | -17% | ?
Cc1cc(OC(C)C(=O)NCC2CCCO2)cc(C)c1Cl (configuration not stated)
    i | 1% | -1% | -0.5% | -4% | 1% | 2% | 8% | -19%
Cc1cc(C)c(NC(=O)CNC(=O)COC(=O)C2CCN(c3ccc(C(F)(F)F)cn3)CC2)c(C)c1
    i | 10% | 9% | -0.3% | -1% | 0% | -10% | 4% | 0%
CCc1cccc(CC)c1NC(=O)COC(=O)c1ccc2c(c1)S(=O)(=O)c1ccccc1C2=O
    i | -2% | ? | 1.8% | 2% | 1% | 1% | 4% | -7%
COc1ccccc1-c1nc(SCC(=O)NCc2ccccc2)c2c(=O)n(C)c(=O)n(C)c2n1
    i | -1% | -33% | -0.9% | / | -2% | / | 2% | /
Cc1ccc(C)c(NC(=O)c2sc(Cl)nc2C)c1
    ? | 5% | 2% | 6.9% | 15% | 19% | -1% | 3% | 22%
Cc1ccsc1C(=O)N1CCCC(C)(C(=O)NS(=O)(=O)C2CC2)C1 (configuration not stated)
    i | 5% | 5% | -0.3% | 25% | 7% | / | / | /
O=S(=O)(c1ccc(F)cc1)N1CCN(C(=S)NC2CC2)CC1
    i | -5% | 14% | -0.6% | 5% | 6% | 1% | -2% | 6%
CCOC(=O)c1c(C)[nH]c(C(=O)COC(=O)CNC(=O)c2ccccc2Cl)c1C
    i | 14% | 0% | 4.3% | -3% | -35% | 5% | 5% | 1%
O=C(CCSCCC(=O)NN=Cc1ccc(F)cc1)NN=Cc1ccc(F)cc1
    i | -20% | 2% | -0.5% | -7% | 0% | -17% | -7% | 0%
CCc1c(C)nc(N2CCN(c3ccccc3F)CC2)[nH]c1=O
    i | / | 4% | 0.2% | -4% | 4% | -4% | 0% | 6%
Cn1c2ccccc2c2nnc(SCCOc3ccccc3)nc21
    / | / | -23% | / | / | -36% | / | -10% | 5.2µM*
CCOc1ccccc1NC(=O)CCNS(=O)(=O)c1ccc(NC(C)=O)cc1
    i | / | -2% | 0.4% | 0% | 3% | -6% | 0% | 0%
CCC(C)NC(=O)Cn1c(=O)n(Cc2ccc(C(=O)NCc3ccccc3OC)cc2)c(=O)c2ccccc21 (configuration not stated)
    ? | -11% | -14% | 0.4% | / | -21% | / | -8% | -22%
CC(=O)CC(C)(C)n1nnc(-c2ccccc2)n1
    i | 3% | 3% | 3.2% | 3% | 7% | 3% | 2% | ?
COc1ccc(CCNC(=O)CNCCc2ccc(F)cc2)cc1
    i | / | -1% | 0.4% | 2% | -34% | 1% | 3% | -16%
C#CCNC(=O)C1=C[C@@H](c2csc3ccccc23)C[C@@H](OCc2ccc(CO)cc2)O1
    ? | 0% | ? | 1.2% | -11% | -55% | 19% | -11% | ?
CN(CCOc1ccccc1)Cc1ccccc1
    i | -5% | 0% | -0.4% | -4% | 2% | / | / | /
O=C(Nc1cc(F)ccc1F)C1CCN(S(=O)(=O)c2cccc3nonc23)CC1
    i | 6% | 2% | -0.2% | -26% | -8% | 72% | -6% | ?
COc1ccccc1C(=O)NC(=O)COC(=O)Cn1cnc2c1c(=O)n(C)c(=O)n2C
    i | 11% | 4% | -0.9% | -4% | -13% | 11% | 0% | -2%
COCCCNC(=S)N/N=C/c1ccc(O)cc1
    i | / | -1% | 2.9% | 0% | 0% | -1% | 11% | -3%
CCN(CC)S(=O)(=O)c1cccc2nsnc12
    i | 1% | -2% | -0.2% | 10% | 0% | -1% | -3% | 9%
O=C(NCc1ccccc1F)c1ccncc1
    i | 3% | 5% | 0.3% | -4% | -7% | -2% | 9% | 2%
COc1ccc(S(=O)(=O)N2CCCC2CNC(=O)C(=O)NCc2ccco2)cc1 (configuration not stated)
    i | -1% | 16% | 0.8% | 6% | -4% | -5% | -2% | 1%
CCN(CC)CCNC(=O)CS(=O)Cc1nc(-c2ccccc2Cl)oc1C (configuration not stated)
    i | 3% | 0% | -0.4% | 7% | -15% | 2% | 19% | 14%
CCCCNc1c(-c2ccc(SC(C)CC)cc2)nc2cnccn12 (configuration not stated)
    / | ? | ? | -6.3% | ? | -98% | 4.6µM* | -26% | ?
CCc1ccccc1N1CN(Cc2cccnc2)CNC1=S
    i | / | -8% | 0.2% | 6% | -14% | -1% | -16% | -11%
COCCn1c(=NC(=O)CSCC(=O)N2CCOCC2)sc2cc(C)ccc21
    ? | -3% | ? | -0.6% | -4% | 5% | ? | 1% | -1%
COc1ccc(C(=O)Nc2ccc(S(=O)(=O)N3CCc4ccccc43)cc2)cc1
    ? | -16% | ? | 3.2% | -8% | -37% | ? | -10% | 15µM*
Cc1ccc(C(=O)N(C)CC(=O)Nc2ccc(Cl)c(C(F)(F)F)c2)cc1S(=O)(=O)N1CCCCC1
    i | ? | ? | 0.1% | -7% | -24% | 21µM* | ? | 5.8µM*
CCOC(=O)N1CCN(S(=O)(=O)c2ccc(C(=O)Nc3sc4c(c3C(N)=O)CC(C)(C)NC4(C)C)cc2)CC1
    i | 4% | -3% | 0.2% | -3% | -2% | 9% | -15% | -3%

Sorted by molecular weight (ascending): some entries from above.
The line under a structure holds: ATXN viability | ATXN2 expr inh | TGFb SMAD3 inh | Nrf2 activator | EPAC2 antag | HepG2 tox | MCF10A rereplic | A549 viability | Nrf2 inh
Cn1c2ccccc2c2nnc(SCCOc3ccccc3)nc21
    / | / | -23% | / | / | -36% | / | -10% | 5.2µM*
COCCn1c(=NC(=O)CSCC(=O)N2CCOCC2)sc2cc(C)ccc21
    ? | -3% | ? | -0.6% | -4% | 5% | ? | 1% | -1%
COc1ccccc1C(=O)NC(=O)COC(=O)Cn1cnc2c1c(=O)n(C)c(=O)n2C
    i | 11% | 4% | -0.9% | -4% | -13% | 11% | 0% | -2%
CCC(C)NC(=O)Cn1c(=O)n(Cc2ccc(C(=O)NCc3ccccc3OC)cc2)c(=O)c2ccccc21 (configuration not stated)
    ? | -11% | -14% | 0.4% | / | -21% | / | -8% | -22%

Further structures
The line under a structure holds: ATXN viability | ATXN2 expr inh | TGFb SMAD3 inh | Nrf2 activator | EPAC2 antag | HepG2 tox | MCF10A rereplic | A549 viability | Nrf2 inh
C/C(=N\NC(=O)C1CCCN(S(=O)(=O)c2ccccc2)C1)c1ccncc1 (configuration not stated)
    i | 3% | 14% | 0.5% | 12% | 9% | -1% | 2% | 5%
Cc1cc(Nc2ccccc2C)nc(-n2nc(C)cc2C)n1
    / | / | ? | -2.1% | / | -28% | / | -8% | /
CC1=CC2=NCC(O)CN2C=C1 (configuration not stated)
    i | 4% | -11% | -0.2% | 13% | -31% | 2% | 19% | 0%
CS(=O)(=O)Nc1ccc(N2CCCCC2)c(Cl)c1
    i | 5% | -3% | 2.9% | -3% | -10% | 19% | -3% | 10%
CCOC(=O)c1ccc(P(=O)(c2ccccc2)c2ccccc2)cc1
    ? | / | -26% | 0.0% | -3% | 3% | 0% | -3% | -2%
COC(=O)c1ccc(C)c(NC(=O)Cn2cnc3ccccc3c2=O)c1
    i | -2% | 9% | 0.4% | 2% | 0% | 5% | 4% | 10%
Cn1c(=O)[nH]c(=O)c2c1nc(NCCCn1ccnc1)n2Cc1ccccc1
    i | 6% | 12% | 0.2% | -1% | 3% | 10% | -1% | /
O=C(COC(=O)c1n[nH]c2ccccc12)NCc1ccccc1
    i | 19% | -15% | 4.4% | 11%[57.1 µM] | 6% | -2% | 5% | 25%
C=CCNC(=O)/C(C#N)=C/c1ccc(C(=O)O)cc1
    i | -1% | -7% | -0.5% | 9% | -3% | ? | 3% | 0%
CCCCn1c2ccc(C)cc2c2nnc(SCCN3CCCCC3)nc21
    ? | -20% | -26% | 0.4% | 1% | -35% | 4% | -17% | 5%
COc1cccc(CN2CCN(CC(=O)Nc3ccccc3Cl)CC2)c1
    i | -7% | -6% | 0.6% | -3% | -6% | 6% | 5% | -2%
